Screening data (PubChem BioAssay)
TPT1 inhibitor: C. albicans TPT1 enzyme inhibition | inhibition, % at 5 µM | 300,000 compounds, 0.81% hits | recombinant caTPT1, FP RNA substrate dephosphorylation | AID 1962;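 active = inhibition above the mean of all tested compounds plus 3 SD, set per screening campaign, cut at about 24% in these data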;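 also: plate controls were DMSO alone for no effect and ferristatin control at 100 nM for full effect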
JMJD2C inh: inhibitors of human GASC-1 (JMJD2C) demethylase. Q9H3R0. GST-JMJD2C(1-420) H3K9me3 demethylation, DELFIA europium. inhibition, % at 2.35 µM. 330,000 compounds, 0.069% hits;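 active = more than half of a compound's replicate wells show inhibition beyond 50%, single wells judged on their own value; inconclusive = some, but no more than half, of replicates pass 50% inhibition; inactive = no replicate passes 50% inhibition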;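 also: signal counts dimethyl H3K9 product captured on neutravidin plate; 0% = median of DMSO wells and 100% = 0.3 times that DMSO median; strong numbers were not always called active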
Efflux pump inh: inhibitors of Candida antifungal efflux pumps expressed in yeast; inhibition, % at 10 µM; AID 485275; S. cerevisiae Candida pump triplex, Nile Red efflux; 330,000 compounds, 0.44% hits;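 active = plate passing quality check with inhibition over a set limit, or well fluorescence over plate mean plus 4 SD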;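 also: Nile Red retained in pooled yeast measured as flow cytometry median fluorescence; 0% = buffer negative control and 100% = Enniatin B positive control; higher means more Nile Red kept so more efflux inhibition; some compounds called inactive have numbers as strong as hits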
core dimer inh: HCV core protein dimerization inhibition. TR-FRET GST/Flag-core106 dimerization, 1536-well. inhibition, % at 5 µM. 300,000 compounds, 0.33% hits. AID 1899;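 active = inhibition above the mean of all tested compounds plus 3 SD, set per screening campaign, cut at about 45% in these data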
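Assay system: Tagged HCV core106 pair (GST and Flag) | Buffer or medium: KF-containing HEPES buffer, pH 7.45, DTT, CHAPS, BSA | Also added: Eu donor and XL665 acceptor anti-tag antibodies | Dosing: One concentration, 5 µM, in 0.5% DMSO | Timing: 4 h at 22.5 °C | Technique: TR-FRET 671 and 617 nm emission | Repeats: Singlicate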
Fh CTSL1 inh: counter-screen for PFM18AAP inhibitors: inhibitors of F. hepatica cathepsin L1. recombinant F. hepatica cathepsin L1, Z-Leu-Arg-MCA fluorescence. inhibition, % at 5.96 µM. 300,000 compounds, 0.49% hits. AID 1906;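 active = inhibition above the mean of all tested compounds plus 3 SD, set per screening campaign, cut at about 17% in these data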;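 also: 0% = plate median of test compound wells and 100% = 1 µM Z-Phe-Ala-diazomethylketone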
LYPLA2 inh: LYPLA2 (human) inhibition in PME1 counter-screen; O95372; recombinant LYPLA2, FP-Rh probe fluorescence polarization; inhibition, % at 5.9 µM; 320,000 compounds, 0.38% hits;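 active = inhibition above the screen-wide mean plus 3 SD, limit set per campaign, cut at about 26% in these data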;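 also: 0% = LYPLA2 with DMSO and 100% = wells lacking LYPLA2 enzyme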
PP5 primary: inhibitors of human protein phosphatase 5 (PP5); P53041; purified PP5c, OMFP substrate fluorescence; inhibition, % at 6.7 µM; 320,000 compounds, 0.18% hits;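 active = inhibition above the campaign's mean inhibition across all tested compounds plus 3 SD, cut at about 9.5% in these data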;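 also: 0% = DMSO only and 100% = 100 µM cantharidin control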
PREPL inhibitor: human PREPL enzyme inhibition; recombinant PREPL, fluorescence polarization activity-based probe; inhibition, % at 5.96 µM; Q4J6C6; 320,000 compounds, 0.68% hits; in the data active = inhibition above about 43%;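 also: 0% = enzyme with DMSO and 100% = wells lacking enzyme; many of its hits are not listed in these tables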
Target sequence (Q4J6C6 whole entry, looked up): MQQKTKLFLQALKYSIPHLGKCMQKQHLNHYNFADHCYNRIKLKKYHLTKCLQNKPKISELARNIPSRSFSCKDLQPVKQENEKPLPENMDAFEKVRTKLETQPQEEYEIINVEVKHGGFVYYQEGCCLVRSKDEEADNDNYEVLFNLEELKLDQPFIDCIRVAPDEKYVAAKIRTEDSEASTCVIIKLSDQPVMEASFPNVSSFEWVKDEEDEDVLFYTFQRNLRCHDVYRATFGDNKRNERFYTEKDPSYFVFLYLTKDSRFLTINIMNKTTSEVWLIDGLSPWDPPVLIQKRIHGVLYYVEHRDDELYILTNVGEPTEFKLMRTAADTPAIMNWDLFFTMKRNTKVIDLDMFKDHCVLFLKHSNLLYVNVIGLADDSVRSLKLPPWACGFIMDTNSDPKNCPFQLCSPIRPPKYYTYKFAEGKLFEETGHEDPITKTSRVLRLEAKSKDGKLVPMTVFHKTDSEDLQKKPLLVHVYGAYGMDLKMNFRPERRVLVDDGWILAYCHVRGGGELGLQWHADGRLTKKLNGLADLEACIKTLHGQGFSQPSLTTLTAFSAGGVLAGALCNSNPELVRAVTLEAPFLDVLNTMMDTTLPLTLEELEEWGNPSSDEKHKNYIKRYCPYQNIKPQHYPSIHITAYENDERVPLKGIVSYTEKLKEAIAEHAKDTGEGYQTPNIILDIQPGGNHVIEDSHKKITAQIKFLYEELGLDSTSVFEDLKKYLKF
PP1 counter: counter-screen for PP5 inhibitors: inhibitors of human PP1-alpha | purified PP1alpha, OMFP fluorescence | 320,000 compounds, 0.9% hits | P62136 | inhibition, % at 6.7 µM;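 active = inhibition above the mean inhibition of all tested compounds plus 3 SD, computed separately for each screening campaign, cut at about 15% in these data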
Target sequence (P62136 whole entry, looked up): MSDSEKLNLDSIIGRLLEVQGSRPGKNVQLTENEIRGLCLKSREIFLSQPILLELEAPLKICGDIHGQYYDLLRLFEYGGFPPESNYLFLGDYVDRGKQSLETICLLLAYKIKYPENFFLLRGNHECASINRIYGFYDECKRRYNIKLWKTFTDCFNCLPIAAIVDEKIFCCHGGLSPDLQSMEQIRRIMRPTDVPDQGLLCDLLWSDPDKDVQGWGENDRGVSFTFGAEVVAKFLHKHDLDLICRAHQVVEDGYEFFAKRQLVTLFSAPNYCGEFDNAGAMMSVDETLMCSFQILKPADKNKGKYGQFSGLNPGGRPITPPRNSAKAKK
The depositor's hits bear a star; i = inactive; ? = inconclusive; nt = no result given; & = joins results of further samples. The list is partial, so the mix of outcomes need not match the whole.

SMILES	TPT1 inhibitor	JMJD2C inh	Efflux pump inh	core dimer inh	Fh CTSL1 inh	LYPLA2 inh	PP5 primary	PREPL inhibitor	PP1 counter
CC1Cc2ccccc2N1S(=O)(=O)c1cccs1 (configuration not stated)	4	5	-0.1	3	-1	5	2.7	13	0
CC1(C)N=C(/C=N/O)C=[N+]1[O-]	1	-24	0.1	-2	2	4	1.2	1	3
COc1cc2c(cc1OC)CN(C(=O)c1ccc([N+](=O)[O-])o1)CC2	-2	4	-0.1	7	-1	2	1.3	-7	-1
COc1ccc(C2C(Oc3ccccc3)C(=O)N2c2ccc(C)c(C)c2)cc1OC (configuration not stated)	-5	3	0.0	26	-3	-2	4.3	-6	6
O=C(NCC1CCCO1)c1cc(-c2ccccc2)nc2ccccc12 (configuration not stated)	0	12	0.1	0	4	-4	1.4	2	-2
CC(c1ccccc1)N1C(=O)c2ccccc2C1(O)Cc1ccccc1 (configuration not stated)	2	1	-0.1	4	1	5	-1.1	8	3
CCn1c(SCc2cccc(OC)c2)nc2ccccc2c1=O	-5	2	0.1	-6	-2	-5	-5.2	-3	3
CC(C)Cc1oc(C(=O)O)cc1CN	-1	-1	0.0	6	0	6	0.7	2	-3
COc1ccc(C(=O)C(=O)c2ccc(OCCO)cc2)cc1	-2	8	-0.1	30	-4	7	1.3	21	1
CCCCCn1c(CCC(=O)Oc2ccccc2OC)nc2c1c(=O)[nH]c(=O)n2CCCC	-6	-7	-0.1	19	-12	1	0.8	3	1
CCCc1ncc(CN2CCC(C(=O)Nc3cccc(-c4cscn4)c3)CC2)cn1	3	31	0.1	-2	-1	1	0.6	10	-2
N#Cc1ccc(C23CC4(C2)[C@H](CN(Cc2ccc(-c5ccccc5)cc2)[C@@H]4c2ccccc2)C3c2ccccc2)cc1 (some centres not stated)	2	-2	-0.1	12	1	3	-2.5	-37	5
Cc1ccc(Cc2cnc(NC(=O)C3=NCCN3)s2)cc1	-1	-20	0.1	-1	7	4	1.6	9	5
Cc1cc(C)c(C)c(N=Nc2nc3ccccc3n2C)c1C	-1	5	3.9	2	8	13	1.4	37	5
CN(C)/C=C1/C=C(C=O)OC1=O	-3	0	-0.1	-2	-2	10	1.2	10	-4
CC1Cc2ccccc2N1C(=O)CSc1nc2cc3c(cc2cc1C#N)OCO3 (configuration not stated)	-3	nt	-0.1	-42	2	-3	1.9	-15	3
Cc1nc(-c2cccnc2)sc1C(=O)Nc1ccc(C(F)(F)F)cc1	-1	0	-0.1	-4	5	-5	5.1	-8	0
O=C(CSc1nc2ccccc2s1)N1c2ccccc2Sc2ccccc21	-5	8	-0.4	23	2	-7	0.0	-10	10
COc1ccc(-n2c(C)c(C(=O)O)c3cc(OC)c4ccccc4c32)cc1	0	-7	0.0	2	1	-2	2.3	-3	1
Cc1csc(=O)n1CC(=O)OCc1nnc(-c2ccccc2)o1	1	-8	0.1	3	1	1	0.0	-5	-1
CN(C)S(=O)(=O)c1cccc(NC(=S)NC23CC4CC(CC(C4)C2)C3)c1	-2	-9	0.7	5	-4	-19	2.8	5	3
O=c1c2ccccc2nc2n1C(CSc1ccc(F)cc1)CN2 (configuration not stated)	-5	7	-0.2	-7	-7	8	0.5	5	0
COc1ccc(/C=C/C(=O)Nc2ccccc2)cc1OC	-2	2	0.0	2	6	2	-1.2	8	-1
COc1ccc(NC(=O)[C@@H]2CCCN2C(=O)[C@@H]2Cc3ccccc3CN2C(=O)OC(C)(C)C)cc1	-2	2	-0.6	-11	2	6	0.3	21	5
COc1ccc(OCC(=O)N/N=C(\C)c2ccc(OC)cc2)cc1	-1	7	0.1	5	-4	0	-0.5	12	0
O=C1CC(=O)N(Cc2ccco2)C(=S)N1	111*	1	0.1	2	-5	-23	2.2	11	-3
CC1CCN(C(=O)c2ccc3c(Cl)c4c(nc3c2)CCCC4)CC1	-1	5	0.0	-1	2	8	1.2	1	-5
COc1cccc(NC(=O)NCc2c(-c3ccccc3)noc2C)c1	-5	0	0.0	0	-5	-2	-0.2	7	-9
COc1ccc(Cl)c(Cn2c(NCc3ccccn3)nc3c2c(=O)n(C)c(=O)n3C)c1	0	6	0.0	-4	-1	2	-0.5	4	0
O=C(Nc1cccnc1Cl)c1ccc(Cl)c([N+](=O)[O-])c1	1	-4	0.1	3	-5	0	-2.2	3	-4
O=c1nc2sc3ccccc3n2c(=O)n1-c1cccc(Cl)c1	-4	-2	0.0	-5	-2	-13	3.2	-2	-3
COc1ccc(/C=N/Nc2nccnc2Cl)c(OC)c1	-3	1	0.1	-6	2	-1	0.6	3	1
Cc1ccc(-c2csc3nc[nH]c(=O)c23)cc1C	1	-4	-0.1	4	2	7	1.4	-26	-2
CCSc1ccccc1C(=O)N1CCN(c2ccc([N+](=O)[O-])cc2)CC1	-2	6	-0.1	5	2	11	1.2	5	-1
CC(=O)c1c[nH]c(C(=O)NC2CCCCCC2)c1	-1	i	0.0	2	0	7	0.0	-5	1
O=C(CCN1CCC(c2ccccc2)C1)c1ccccc1 (configuration not stated)	0	-8	-0.4	-5	8	5	1.7	13	-3
COc1cccc(CNC(=O)c2nnn(CC(=O)Nc3ccc(Br)cc3)c2N)c1	1	0	-0.1	11	-5	-4	-0.9	-11	-2
Cc1cccc(NC(=O)C2CC(=O)OC23CCCCC3)c1 (configuration not stated)	-7	14	-0.1	-8	-2	4	1.2	3	-2
COC(=O)c1cn(-c2ccc(F)cc2)c(=O)c2ccccc12	-2	9	-0.3	2	1	9	-1.6	7	-5
N#Cc1c(NC(=O)CSCC(=O)O)sc2c1CCCC2	0	-6	0.0	-2	-1	-5	1.6	-7	0
CCCn1c(C)cc(C(=O)COc2ccc(S(=O)(=O)N(CC)CC)cc2[N+](=O)[O-])c1C	1	12	0.6	6	-4	18	5.1	2	7
N=C1C(c2ccccc2)=C(O)CN1CCO	-1	11	-0.1	7	0	1	2.5	-1	-1
Cc1ccc(-n2c(SCC(=O)NCC3CCCO3)nnc2-c2ccoc2C)cc1 (configuration not stated)	-5	6	0.0	-7	5	1	-0.3	-1	-2
CCOCCCNC(=S)N(CCO)Cc1cc2cc3c(cc2[nH]c1=O)OCCO3	-2	2	-0.4	-11	3	2	1.6	7	1
O=C(OC(C(=O)NC1CCCC1)c1ccncc1)C1=Cc2ccccc2OC1 (configuration not stated)	1	0	-0.1	-5	-48	4	1.3	13	2
COC(=O)CSc1snnc1-c1ccc(F)cc1	-4	-3	0.0	-7	-1	-2	0.6	-4	0
CCOc1ccc2nc3c(cc2c1)CN(CCOC)C(=NC)S3	0	61	0.0	2	3	6	2.5	1	-2
CC(=O)c1c(C)nc2ccc(Br)cc2c1-c1ccccc1	2	2	0.2	-3	-1	-1	5.6	-2	-2
COc1ccc(C(=O)CN(C(=O)c2ccc(Cl)cc2)N2C(=O)c3ccccc3C2=O)cc1	-2	10	0.0	7	1	3	2.9	9	3
CN1CCN(CCCNC(=O)Nc2cccc3ccccc23)CC1	0	2	-0.1	-3	-4	6	4.9	7	-1

(more compounds)
SMILES	TPT1 inhibitor	JMJD2C inh	Efflux pump inh	core dimer inh	Fh CTSL1 inh	LYPLA2 inh	PP5 primary	PREPL inhibitor	PP1 counter
Cn1c(=O)c([N+](=O)[O-])c(-n2cnc3ccccc32)c2ccccc21	-1	-7	0.0	-1	1	2	-1.2	3	-1
CCOC(=O)c1c(C)[nH]c(C(=O)OC/C(O)=C(\C#N)c2nc3ccccc3[nH]2)c1C	16	nt	0.2	4	-2	-10	0.4	2	20*
N#Cc1ccc(Oc2ccc(-c3nc4ccccc4nc3-c3ccccc3)cc2)cc1C#N	4	2	0.2	6	3	0	5.1	-1	3
O=C(CSc1oc(-c2ccco2)nc1S(=O)(=O)c1ccc(F)cc1)NCC1CCCO1 (configuration not stated)	4	-9&-8	0.4	9	-3	-5	0.6	7	-2
Cc1[nH]c(=O)[nH]c(=O)c1S(=O)(=O)N1CCCCC1	-2	-2	0.4	6	0	2	0.5	2	-1
N#Cc1ccc(CN2CCN(C(=O)Cn3nc(C(N)=O)c4ccccc4c3=O)CC2)cc1	-3	3	0.0	-6	2	29*	-0.9	-1	-3
CCOc1ccccc1NC(=O)c1nc(-c2ccccc2)oc1C	2	-7	0.0	1	-5	-4	-1.7	-4	-5
CC(C)COC(=O)NCC12C=CC(O1)C1C(=O)N(c3ccc(Cl)cc3)C(=O)C12 (configuration not stated)	0	1	0.0	0	0	-1	1.0	-9	-4
O=[N+]([O-])c1ccccc1/C=N\Nc1nccs1	-2	0	-0.1	2	-1	-2	0.3	-10	-4
C=CCC1(CC=C)CCCN1C(=O)c1cc(COc2ccc(-n3cncn3)cc2)on1	0	?	0.2	7	5	11	4.5	7	2
COCCn1c(-c2ccc(OC)c(OC)c2)nc2ccccc21	-1	9	0.2	-8	-5	8	1.7	-1	1
CCN(CCNC(=O)C1CCN(S(=O)(=O)CC)CC1)c1ccccc1	-4	9	0.0	3	0	-2	2.5	-4	1
CC(C)CCNC(=O)C(c1ccco1)N(CC1CCCO1)C(=O)Cn1nnc2ccccc21 (configuration not stated)	5	2&-1	0.3	3	2	1	0.3	10	-8
Nc1c(C(=O)Nn2cnnc2)cc([N+](=O)[O-])cc1[N+](=O)[O-]	8	7	0.3	-1	2	10	-1.1	-6	2
COc1ccc(NC(=O)Nc2ccccc2C(N)=O)cc1OC	0	3	0.2	0	4	6	2.6	2	0
CCOC(=O)CN1C(=O)N(CC(=O)OCC)C(c2ccccc2)(c2ccccc2)C1=O	4	-6	0.4	-2	2	-8	-4.3	19	0
CCn1c(C)cc(C(=O)CSc2nnnn2C2CCCC2)c1C	nt	6	-0.3	nt	nt	-1	3.1	2	-2
O=C(NNc1ccc([N+](=O)[O-])cc1[N+](=O)[O-])C1C2CCCCC21 (configuration not stated)	0	-4	0.0	7	1	-6	2.5	3	5
CN1N=C2c3ccccc3CCC2C1c1ccc(Cl)cc1 (configuration not stated)	0	-6	-0.1	2	-1	-2	0.5	7	-4
CC1=C(C(=O)Nc2ccccc2C(=O)N2CCCCC2)SCCO1	-2	4	-0.4	-1	-1	1	0.7	3	-1
O=C(NCc1ccc(F)cc1)c1cnc2n(c1=O)CCS2	-4	-8	-0.1	-13	0	7	2.4	0	1
O=C(Nc1ccc(Cl)cc1)N1CCCC1	-4	-1	0.0	1	1	0	-1.9	-5	0
CC1=Nc2ccccc2/C1=C/c1sc(=N)n(-c2nccs2)c1O	99*	11	0.2	-14	6	0	4.5	4	6
COc1ccc(C(C(=O)NC2CCCCC2)N(C(=O)c2ccco2)c2ccccc2C(C)=O)cc1 (configuration not stated)	-4	74	0.2	-5	-5	-4	2.0	7	-2
COCCCn1c(-c2ccc(Cl)cc2)n[nH]c1=S	-6	-1	0.2	2	0	7	3.2	1	0

2 entries from above, reformatted:
mol: O=C(NCc1ccc(F)cc1)c1cnc2n(c1=O)CCS2
  TPT1 inhibitor = -4
  JMJD2C inh = -8
  Efflux pump inh = -0.1
  core dimer inh = -13
  Fh CTSL1 inh = 0
  LYPLA2 inh = 7
  PP5 primary = 2.4
  PREPL inhibitor = 0
  PP1 counter = 1
mol: CC1=Nc2ccccc2/C1=C/c1sc(=N)n(-c2nccs2)c1O
  TPT1 inhibitor = 99*
  JMJD2C inh = 11
  Efflux pump inh = 0.2
  core dimer inh = -14
  Fh CTSL1 inh = 6
  LYPLA2 inh = 0
  PP5 primary = 4.5
  PREPL inhibitor = 4
  PP1 counter = 6
